Assay outcomes from PubChem.
CRFR2-BP antag: antagonists of CRF-BP/CRF-R2 complex, primary screen, cell-based, HEK293, calcium dye fluorescence, uHTS; hit rate 0.59% among 350,000; AID 588475, 2011; inhibition, % at 11.8 µM; CRF-induced calcium fluorescence;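 active means inhibition of the ligand-induced calcium signal above about 50% at the single tested concentration, limit read from the data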
IDE cell activ: human IDE activators in live cells, primary screen, fluorescence polarization, HEK cells, FAbeta-B substrate. FAbeta-B cleavage; 0% vehicle, 100% cell-free pure enzyme wells. hit rate 0.073% among 340,000. AID 493087, 2011. activation, % at 5.96 µM;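 active means activation above the mean of all tested compounds plus 3 SD, set per screening campaign, cut at about 17% in these data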
CRFBP-R2 agonist: agonists of CRF-BP/CRF-R2 complex, primary screen, cell-based, HEK293, calcium dye fluorescence, uHTS; calcium dye fluorescence (FLIPR); percent of saturating CRF peptide response; activation, % at 13.2 µM; AID 588473, 2011; hit rate 0.46% among 350,000; CRF-binding protein / CRF receptor 2 complex (human);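 active means activation of at least 50%, plus an integration ratio under a set limit after plate pattern correction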;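 further: plate controls were neutral control wells without compound for no effect and CRF at EC100 for full effect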
GalR3 antag: GalR3 antagonists in HEK293 cells, primary screen, cell-based, fluorescence readout; HEK293 GalR3-CNG cAMP membrane potential fluorescence; galR3 body fused to GalR1 C-terminus; inhibition, % at 3 µM; hit rate 0.44% among 360,000; AID 651719, 2012;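 active means inhibition above the screen-wide average plus 3 SD, cut at about 13% in these data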;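 further: forskolin and galanin both at EC90 stimulate the cells; cAMP rise reported by CNG channel membrane potential dye signal; 0% = forskolin plus galanin with DMSO and 100% = forskolin alone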
Target sequence (O60755 1-299 limits assumed): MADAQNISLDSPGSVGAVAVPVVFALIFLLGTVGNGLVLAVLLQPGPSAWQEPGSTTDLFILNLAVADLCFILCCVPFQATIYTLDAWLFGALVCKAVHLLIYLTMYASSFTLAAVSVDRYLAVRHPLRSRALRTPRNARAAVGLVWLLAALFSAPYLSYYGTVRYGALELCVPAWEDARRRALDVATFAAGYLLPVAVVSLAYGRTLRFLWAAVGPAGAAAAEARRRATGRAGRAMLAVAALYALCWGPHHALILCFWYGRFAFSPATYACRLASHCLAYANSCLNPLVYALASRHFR
p-CIP stab down: p/CIP-EGFP fusion destabilizers, primary screen, fluorescence, F442A cells. Q05BA5. 16 h. decrease of EGFP signal, % at 10 µM. hit rate 0.01% among 290,000. AID 1984, 2009;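 active means EGFP signal decrease of at least 30% at 10 µM or well 3 SD below plate mean, unless failing retest; inactive means the rest, including hits failing retest or dose response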; further: some compounds called inactive have numbers as strong as hits; many of its hits are not listed in these tables
IDE inh: human IDE inhibitors in live cells, primary screen, fluorescence polarization, HEK cells, FAbetaB substrate. FAbetaB cleavage. inhibition, % at 5.59 µM. hit rate 0.41% among 320,000;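 active means percent inhibition above the average of all tested compounds plus 3 SD, set per screening campaign, cut at about 16% in these data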;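 further: IDE supplied by intact live HEK cells; FP after avidin binding of uncleaved biotin substrate so inhibition keeps polarization high; 0% = DMSO wells and 100% = 60 µM reference IDE inhibitor Ii1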
CHRM4 PAM: human M4 muscarinic receptor positive allosteric modulators, primary screen, CHO-K1 cells, Fluo-8 calcium fluorescence. Muscarinic acetylcholine receptor M4 (Homo sapiens), P08173. CHO-K1 hM4/Gqi5, ACh EC20; 0% = ACh EC20, 100% = maximal ACh. activation, % at 3 µM. hit rate 0.4% among 360,000. AID 624126, 2012;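 active means activation above its plate's cutoff, the mean activation of sample wells plus 3 SD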; further: some results filed as inactive read as strong as hits
Target sequence (P08173 whole entry, looked up): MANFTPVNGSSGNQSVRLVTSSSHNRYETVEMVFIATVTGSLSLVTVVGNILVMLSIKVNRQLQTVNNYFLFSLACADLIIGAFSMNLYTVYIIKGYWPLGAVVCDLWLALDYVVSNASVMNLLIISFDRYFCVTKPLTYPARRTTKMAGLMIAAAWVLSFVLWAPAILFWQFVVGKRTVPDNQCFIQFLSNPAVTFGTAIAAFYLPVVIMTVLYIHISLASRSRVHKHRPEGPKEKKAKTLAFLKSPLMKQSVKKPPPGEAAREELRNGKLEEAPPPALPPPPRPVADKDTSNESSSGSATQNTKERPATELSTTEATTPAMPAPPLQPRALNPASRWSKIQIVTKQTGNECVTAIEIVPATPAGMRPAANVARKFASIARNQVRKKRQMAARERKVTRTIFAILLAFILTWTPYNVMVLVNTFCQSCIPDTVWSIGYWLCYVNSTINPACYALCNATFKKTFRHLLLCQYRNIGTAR
MEKK3 PB1 HTS: modulators of MEKK3-MEK5 PB1 binding, primary screen, biochemical, wildtype MEKK3, multiplex bead flow cytometry, Alexa488-MEK5. Mitogen-activated protein kinase kinase kinase 3 (Homo sapiens), Q99759. bead-based flow cytometry, Alexa488-MEK5 binding to MEKK3; actives lie on both sides; 0 = blocked by unlabeled MEK5, 100 = vehicle. binding response (% of control), % at 10 µM. hit rate 1.4% among 290,000. AID 1529, 2009;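 active means binding response more than 3 SD above or below the average of its plate-row segment, actives on both sides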;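 further: Alexa488 bead fluorescence after subtracting the streptavidin-only scavenger bead signal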
PHOSPHO1 inh: PubChem AID 1565; Phosphoethanolamine/phosphocholine phosphatase (Homo sapiens), Q8TCT1; recombinant PHOSPHO1, absorbance phosphatase assay; inhibition, % at 13.3 µM; hit rate 1.1% among 290,000; in the data active means inhibition above about 60%
Target sequence (Q8TCT1 whole entry, looked up): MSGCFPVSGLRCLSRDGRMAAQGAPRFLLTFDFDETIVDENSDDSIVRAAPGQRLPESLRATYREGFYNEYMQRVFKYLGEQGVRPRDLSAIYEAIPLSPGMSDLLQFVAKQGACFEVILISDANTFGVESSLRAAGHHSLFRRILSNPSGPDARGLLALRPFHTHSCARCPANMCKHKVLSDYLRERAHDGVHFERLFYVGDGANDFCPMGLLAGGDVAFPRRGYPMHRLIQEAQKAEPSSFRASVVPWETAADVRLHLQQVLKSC
* marks the source's active call; other numbers are inactive results; . = not tested or not shown.

Second line of a record – CRFR2-BP antag	IDE cell activ	CRFBP-R2 agonist	GalR3 antag	p-CIP stab down	IDE inh	CHRM4 PAM	MEKK3 PB1 HTS	PHOSPHO1 inh
> CCOc1ccc(S(=O)(=O)NCc2ccccc2OC)cc1
 : -5	2	-1.4	-5	3	0	0	107	-14
> Cc1ccc(-n2c3c(c(=O)[nH]c2=S)C(C(F)(F)F)(C(F)(F)F)NC(=O)N3)cc1
 : 32	4	-1.3	-6	-13	-1	12	101	14
> C[C@@H]1CCC2[C@](C)(CO)[C@@H](O)CC[C@]2(C)[C@@]12CCC(CO)(CCO)O2 (stereo partly specified)
 : 1	-1	0.8	-1	-2	8	2	102	29
> Cc1ccc(S(=O)(=O)CCSc2n[nH]c(=O)n2-c2ccc3c(c2)OCCO3)cc1
 : -6	9	-0.4	-3	-14	1	9	103	46
> O=C(COC(=O)Cc1ccc(Br)cc1)Nc1ccc(Cl)cn1
 : -7	3	-0.2	-8	.	3	1	.	.
> CCOC(=O)CSc1nc(-c2ccccc2)nc2ccc(C)cc12
 : -7	7	4.9	-2	-3	-2	-6	94	43
> Cc1cc(C)cc(SCc2noc(C(=O)NCC3CCCO3)c2C(=O)O)c1 (stereo unspecified)
 : -6	5	-0.3	-1	-17	-3	4	112	16
> CCOC(=O)c1c(C)n(CC(O)c2ccccc2)c2ccc(O)cc12 (stereo unspecified)
 : -1	0	-2.8	-4	-2	-4	-7	100	-7
> CCOc1ccccc1N1CCN(C(=O)c2ccc3[nH]c(C)c(C)c3c2)CC1
 : 9	8	-1.2	-1	6	-12	-6	102	18
> C[C@@H]1CCCCO[C@H](CN(C)Cc2ccc3c(c2)OCO3)[C@H](C)CN([C@@H](C)CO)C(=O)c2cc(NC(=O)c3ccccc3)ccc2O1
 : -6	.	1.7	-5	.	.	-2	.	.
> COc1cc(/C=N/NC(N)=O)cc(Br)c1OCc1ccc(C)cc1
 : -8	2	-1.2	7	-9	2	18	112	13
> COc1cccc(CN(C)C(=O)c2cccc(S(=O)(=O)N3CCN(Cc4ccccc4)CC3)c2)c1OC
 : 3	-4	-0.8	-3	.	.	-3	.	.
> Cc1ccc(S(=O)(=O)N2CCCCC2)cc1NC(=O)C1CC1
 : 2	4	0.7	-4	.	1	12	.	.
> Cc1cc(C)cc(-n2ccnc2SCC(=O)Nc2nccs2)c1
 : 9	8	-2.3	7	-4	-1	14	107	42
> O=C(C1CCCO1)N1CCN(C(=S)NC2CC2)CC1 (stereo unspecified)
 : 31	0	1.1	-7	6	4	7	111	8
> CC(O)c1ccc(Oc2cnccn2)cc1 (stereo unspecified)
 : 3	2	-1.7	-7	4	1	-2	96	.
> CN(c1ccccc1)S(=O)(=O)c1cc(C(=O)N2CCN(c3ccccn3)CC2)ccc1Cl
 : 1	2	1.5	-5	-8	6	-15	102	-11
> Nc1ccc(S(=O)(=O)Nc2nccs2)cc1
 : 13	6	-0.6	4	.	4	2	.	.
> CCNCc1ccc(OCc2cccs2)c(OCC)c1
 : 5	0	-0.7	-11	-3	5	-12	97	-27
> CCCCCn1c(CN2CCN(Cc3ccccc3)CC2)nc2c1c(=O)n(C)c(=O)n2C
 : -9	-1	-2.6	-5	-3	1	2	101	-1
> N#CC1=C(N)OC2=C(C(=O)CCC2)C1c1ccc2c(c1)OCO2 (stereo unspecified)
 : 2	-2	1.0	-8	-6	-2	1	104	8
> CCCCn1nc(C(=O)NCC(=O)Nc2c(C)cccc2C)c2ccccc2c1=O
 : -23	-5	-5.3	-4	.	1	4	.	.
> COc1ccc(C(C)=O)cc1COC(=O)c1cccnc1SC
 : 12	3	-6.2	-4	-2	-1	2	106	-20
> CN(Cc1cccs1)C(=O)COc1ccc(-c2nnco2)cc1
 : 4	1	-0.1	1	0	0	1	98	-2
> COc1ccc2nc(C)cc(Nc3ccc(C)cc3)c2c1
 : 1	2	1.2	3	9	.	-5	104	29
> CC1(c2ccccc2)NC(=O)N(CC(=O)N(CC(=O)Nc2ccccc2C(F)(F)F)Cc2ccco2)C1=O (stereo unspecified)
 : -10	5	-0.5	-4	.	.	-1	.	.
> CCc1ccccc1NC(=O)CC(O)(C(=O)OC)C(F)(F)F (stereo unspecified)
 : 1	8	0.7	-5	-4	0	0	98	-7
> Cc1ccc(NC(=O)C2C3C=CC4(O3)C2C(=O)N(CCCN2CCOCC2)C4C(=O)NC2CCCCC2)cc1Cl (stereo unspecified)
 : -2	3	-0.4	-6	4	2	-3	103	27
> O=C(COC(=O)c1cc[n+]([O-])cc1)Nc1ccc([N+](=O)[O-])cc1Cl
 : 2	-2	-0.4	-4	5	2	5	102	16
> Cc1cc2[nH]c(=O)c(=O)[nH]c2cc1S(=O)(=O)N1CCN(c2ccccc2F)CC1
 : -3	-2	-2.2	5	8	2	0	102	43
> CC1CCC(C(C)C)C(OC(=O)CSc2nnc(N)s2)C1 (stereo unspecified)
 : -4	-1	0.0	0	-2	10	-1	102	-16
> C[N+]1(CC(=O)OCCCc2ccccc2)CCCCC1
 : 2	3	-0.2	0	-13	2	-5	105	12
> O=C(O)CCn1c(=O)oc2cc(S(=O)(=O)N3CCCC3)ccc21
 : 9	5	-2.0	-1	.	-1	1	.	.
> C=CCOc1ccc(C2c3c(oc4ccccc4c3=O)C(=O)N2CCCN2CCOCC2)cc1 (stereo unspecified)
 : 5	4	0.0	-6	-4	4	11	77	13
> CCCCn1cc2c(c1-c1cccc(C)c1)c(=O)n(C)c(=O)n2C
 : 20	5	-7.0	-6	-2	3	9	90	0
> CCOc1ccc(/C=C/C(=O)Nc2cccc(C(C)=O)c2)cc1
 : -35	-7	-4.7	-1	-4	6	-5	100	3
> COc1ccc(C(CNC(=O)C(C)(C)Oc2ccc(Cl)cc2)N2CCCC2)cc1 (stereo unspecified)
 : 0	5	3.1	-7	.	-5	2	.	.
> COc1ccc(CCNC(=O)Cn2cnc3c(nnn3Cc3ccccc3F)c2=O)cc1OC
 : -1	8	0.0	-9	-4	-7	1	84	-5
> Cc1ccc(S(=O)(=O)/N=S(/c2ccccc2)C(C)C)cc1 (stereo unspecified)
 : -3	10	0.6	4	3	1	-3	100	46
> Cc1ccc(S(=O)(=O)Cc2ccc(C(=O)NCc3cccs3)o2)cc1
 : -5	0	0.2	8	-7	1	-2	99	11
> C=CCC1NS(=O)(=O)OC(COC)C1C (stereo unspecified)
 : -3	2	1.0	-2	1	3	15	103	10
> COc1ccc(CN(C)C2CCCCC2)c(C)c1C
 : 11	-2	1.0	-6	-3	3	2	101	12
> COC(C[C@@H]1O[C@@H]1C(=O)[C@H](C)OCc1ccccc1)OC
 : 10	1	-2.5	-4	.	3	1	98	.
> COc1ccc(CNC(C)C2COc3ccccc3O2)c(OC)c1 (stereo unspecified)
 : 5	-2	-0.1	-1	-8	6	0	99	21
> Cc1ccc(CNC(=S)Nc2cc(C(=O)O)ccc2C)cc1
 : -12	5	0.3	1	-8	-1	-9	100	-21
> CN(Cc1ccccc1)C(=O)COC(=O)CNS(=O)(=O)c1ccc2ccccc2c1
 : 7	7	-1.3	2	.	0	6	.	.
> O=C(Cn1cccn1)c1ccccc1
 : 12	3	-2.6	-5	-6	0	1	103	11
> Cc1nnc(N2C(=O)C(=O)/C(=C(/O)c3ccc4c(c3)OCCO4)C2c2cccc([N+](=O)[O-])c2)s1 (stereo unspecified)
 : 8	.	0.7	-8	.	.	13	.	.
> N#Cc1ccccc1Cn1c(=O)n(-c2ccc(CC(=O)NCc3ccco3)cc2)c(=O)c2sccc21
 : 10	2	-0.8	-1	-12	0	13	108	-50
> O=C(c1ccccc1)N1CCCCCC1
 : 28	-2	0.7	-3	2	-2	-8	97	0
> Cc1ccccc1-c1n[nH]c(=S)o1
 : 15	-1	-2.2	0	-20	0	1	100	96*
> Cc1cc(N2CCOCC2)n2nc(C)c(-c3ccc(Cl)cc3)c2n1
 : -17	-1	-1.9	-9	1	9	-5	104	5
> COc1cc(C)c(NC(=O)C2CCN(S(=O)(=O)c3cccs3)CC2)cc1OC
 : 13	-1	-1.2	-5	.	3	17	.	.
> CC(=O)NC(CC(=O)OCC(=O)N1CCN(S(=O)(=O)c2ccc(C)cc2C)CC1)c1ccccc1 (stereo unspecified)
 : -4	-1	-0.2	-4	.	0	1	.	.
> COc1ccc(CC(=O)NNC2=Nc3cccc4cccc2c34)cc1OC
 : -4	0	0.0	0	-11	11	-3	91	13
> CCc1ccc(NC(=O)CN2C(=O)CC(C)S(=O)(=O)c3ccccc32)cc1 (stereo unspecified)
 : -13	6	0.7	3	14	-4	0	100	34
> CCN(CC)CCNC(=O)c1ccc(NC(=O)c2ccc3c(c2)CCC3)cc1
 : -4	-5	-0.8	-4	9	4	-4	101	20
> COc1ccc(CCNC(=S)Nc2ccc(S(=O)(=O)Nc3ncccn3)cc2)cc1OC
 : -5	3	-0.6	-2	-8	4	0	105	67*
> Cc1ccc(/C=C2/N=C(c3ccccc3)NNC2=O)cc1
 : 0	.	0.2	5	-5	1	-4	105	15
> Cc1cccn2c(=O)c(/C=N/O)c(N3CCCCC3)nc12
 : -27	0	0.0	.	-12	-3	2	.	24

Brought forward from above: two compounds; new compounds follow.
Second line of a record – CRFR2-BP antag	IDE cell activ	CRFBP-R2 agonist	GalR3 antag	p-CIP stab down	IDE inh	CHRM4 PAM	MEKK3 PB1 HTS	PHOSPHO1 inh
> Cc1ccc(/C=C2/N=C(c3ccccc3)NNC2=O)cc1
 : 0	.	0.2	5	-5	1	-4	105	15
> Cc1cccn2c(=O)c(/C=N/O)c(N3CCCCC3)nc12
 : -27	0	0.0	.	-12	-3	2	.	24
> C[C@H](C(=O)O)c1n[nH]c(=O)c2ccccc12
 : 4	0	-2.6	-1	0	-1	9	121	9
> Cc1ccc(C(=O)OC2=CC(=O)CC(C)(C)C2)cc1
 : -4	1	1.9	-4	0	2	1	104	-6
> CCc1ccc(C(N)=S)cc1
 : -21	-5	0.8	5	-5	9	-15	100	16
> O=C(/C=C\c1ccccc1[N+](=O)[O-])Nc1ccccc1
 : 4	2	-2.0	9	-2	0	-6	101	32
> Cc1ccc(SCC(=O)N(C)CC(=O)Nc2cccc(F)c2)cc1
 : -2	-6	-1.6	-1	.	4	8	.	.
> COc1ccc(Cn2c(SC)nc3ccccc32)cc1[N+](=O)[O-]
 : 15	2	-1.7	7	-6	2	-2	103	3
> COc1cc(/C=N\NC(=O)c2ccc(C)nc2)ccc1OC(=O)c1cccc(F)c1
 : -8	1	-1.1	-7	0	4	-4	101	28
> COc1ccc(CN(C)C(=O)c2cnc(OC)cc2C(F)(F)F)c(OC)c1
 : 6	-3	0.3	4	-12	6	-10	101	39
> CC1=NN(c2ccccc2)C(=O)C1C(=O)C(=O)Nc1ccc(F)cc1 (stereo unspecified)
 : 7	7	-0.1	-3	3	-4	12	99	-13
> Nc1ccc2c(=O)[nH][nH]c(=O)c2c1
 : -2	-5	0.4	-3	.	.	7	.	.
> COc1ccc(NC(=O)N2CCCC2C(=O)Nc2ccccc2F)cc1 (stereo unspecified)
 : -5	10	0.5	2	-3	5	-2	99	12
> COc1ccc(CCN2C(=O)CC(N3CCC(C(N)=O)CC3)C2=O)cc1OC (stereo unspecified)
 : 13	0	-0.3	-5	2	0	-2	94	46
